# NPR1 activator: GC-A (human) enzyme activation; P16066; 370,000 compounds, 0.14% hits; HEK293 GC-A cells, cGMP TR-FRET, EC30 ANP; 0% at EC30 ANP, 100% saturating ANP; activation, % at 10 µM; in the data active means activation above about 40%
# HTRA1 inh: blocks human HTRA1 serine peptidase; 340,000 compounds, 0.5% hits; Q92743; inhibition, % at 5.96 µM; recombinant HTRA1, FP-rhodamine activity-based probe, fluorescence polarization; in the data active means inhibition above about 36%;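 further: 0% = enzyme with DMSO and 100% = wells lacking enzyme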
# MBD2 DNA inh: inhibitors of human MBD2 binding to methylated oligonucleotide | Q9UBB5 | AID 686964 | 370,000 compounds, 0.31% hits | TR-FRET | inhibition, % at 4.4 µM; in the data active means inhibition above about 13%
# SIAE primary: blocks human sialic acid acetylesterase; Q9HAT2; SIAE FP-Rh probe binding, fluorescence polarization; inhibition, % at 9.66 µM; 370,000 compounds, 0.69% hits; AID 1053197;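 active means inhibition above a cutoff: mean of compounds within the control limits plus 3 SD of those, cut at about 17% in these data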;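 further: 0% = plate median of compound wells and 100% = probe without SIAE protein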
# UHRF1 binding: blocks human UHRF1 binding to methylated DNA; inhibition, % at 4.4 µM; UHRF1 binding to methylated oligo, TR-FRET; 370,000 compounds, 0.75% hits; Q96T88; in the data active means inhibition above about 21%;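 further: UHRF1 SRA domain binding a hemimethylated CpG hairpin DNA probe; 0% = median of test compound wells and 100% = reference inhibitor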
# Target sequence (Q96T88 whole entry, looked up, the tested form may be a part): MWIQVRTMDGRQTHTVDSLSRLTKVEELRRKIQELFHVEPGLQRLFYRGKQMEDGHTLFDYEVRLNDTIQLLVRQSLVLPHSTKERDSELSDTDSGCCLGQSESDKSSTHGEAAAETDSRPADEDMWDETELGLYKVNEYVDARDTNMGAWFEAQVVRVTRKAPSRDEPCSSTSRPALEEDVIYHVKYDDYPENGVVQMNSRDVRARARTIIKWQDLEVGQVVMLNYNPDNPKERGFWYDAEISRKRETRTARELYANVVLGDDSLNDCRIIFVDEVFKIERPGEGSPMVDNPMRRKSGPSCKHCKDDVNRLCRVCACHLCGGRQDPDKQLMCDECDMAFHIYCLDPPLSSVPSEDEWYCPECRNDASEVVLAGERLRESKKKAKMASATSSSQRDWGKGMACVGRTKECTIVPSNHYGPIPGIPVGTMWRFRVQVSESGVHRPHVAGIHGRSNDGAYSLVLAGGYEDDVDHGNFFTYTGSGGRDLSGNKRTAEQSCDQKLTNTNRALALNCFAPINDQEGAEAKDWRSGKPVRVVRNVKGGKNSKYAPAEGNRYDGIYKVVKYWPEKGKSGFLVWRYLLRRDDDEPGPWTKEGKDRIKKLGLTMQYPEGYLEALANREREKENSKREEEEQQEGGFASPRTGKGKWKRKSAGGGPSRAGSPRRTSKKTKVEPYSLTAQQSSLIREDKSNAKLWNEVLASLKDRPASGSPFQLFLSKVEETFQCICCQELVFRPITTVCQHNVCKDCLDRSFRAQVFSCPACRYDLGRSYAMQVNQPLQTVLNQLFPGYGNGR
# PRMT1 inh: inhibitors of human PRMT1 | recombinant PRMT1, activity-based probe fluorescence polarization | inhibition, % at 2.79 µM | Q99873 | 370,000 compounds, 1.3% hits;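 active means inhibition above about 21% made by adding two undisclosed values, limit read from the data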
# mABHD4 FP: ABHD4 (mouse) inhibition, primary FP screen; purified mABHD4, FP-Rh probe fluorescence polarization; inhibition, % at 8.92 µM; 370,000 compounds, 0.54% hits; AID 720543;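 active means inhibition exceeding the mean over every tested compound plus 3 SD, cut at about 30% in these data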;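 further: 0% = plate median of compound wells and 100% = S159A mutant with DMSO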
#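 system = mouse ABHD4 enzyme, wild type | medium = HEPES pH 7.0, NaCl, Pluronic buffer | also added = FP-Rh probe | incubation = Enzyme–compound pre-incubation 45 min, then probe 60 min, both 25 °C | technique = fluorescence polarization, excitation 525 nm, emission 598 nm, BODIPY TMR filters | controls = S159A mutant high control, sample median low control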
# rCAG binder: binds r(CAG) RNA repeats; AID 651821; inhibition, % at 3 µM; 370,000 compounds, 1.3% hits; r(CAG) RNA repeat, TO-PRO-1 dye displacement fluorescence;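 active means inhibition above the plate cutoff, the mean of all test compounds on that plate plus 3 SD, cut at about 35% in these data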;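 further: 0% = DMSO alone and 100% = 100 µM mitoxantrone as full dye displacement; higher means more dye released from RNA so lower well fluorescence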
# NPR2 activator: GC-B (human) receptor activation. activation, % at 10 µM. 370,000 compounds, 0.11% hits. HEK293-GC-B cells, CNP EC30, cGMP TR-FRET; 0% at EC30 CNP, 100% saturating CNP. P20594;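 active means activation at 10 µM reaching about 35% in either raw or pattern-adjusted values, limit read from the data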
# TCR-CD3 inh: blocks the human TCR-CD3 interaction | TAMRA-labeled TCR probe fluorescence, biochemical | inhibition, % at 9.4 µM | 360,000 compounds, 0.37% hits | AID 651800; in the data active means inhibition above about 19%;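 further: recombinant mutant TCR 2C K166C tagged with TAMRA read by polarization; 0% = receptor in buffer alone and 100% = receptor with positive control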
# Active calls of the source: *; x = no result given; & = joins results of further samples. These rows are one share of the data; rates above refer to the full screens.
SMILES,NPR1 activator,HTRA1 inh,MBD2 DNA inh,SIAE primary,UHRF1 binding,PRMT1 inh,mABHD4 FP,rCAG binder,NPR2 activator,TCR-CD3 inh
Cc1oc(-c2cccs2)nc1CSCC(=O)NC1CC1,3,5,5,4,0,0,2,0,3,0
c1ccc(-c2csc(Nc3ccc4c(c3)OCCO4)n2)cc1,0,12,-3,10,0,4,13,8,-5,1
CCn1c(COc2ccc(C(C)C)cc2)nnc1SCC(=O)Nc1nccs1,0,-9,-4,1,1,-3,-4,1,-3,-2
COc1cnc(-c2ccccn2)nc1Oc1c(C)cccc1C,-3,27,1,4,3,-3,3,-2,-3,2
Cc1cccc(C(=O)NC(NCc2ccco2)C(Cl)(Cl)Cl)c1 (stereo not given),1,-4,-4,15,-2,-4,-5,-1,-9,-13
CCS(=O)(=O)n1nc(-c2ccccc2)cc1N,1,1,3,1,-3,2,0,0,2,-1
CCCCn1nc(C(=O)Nc2cc(S(=O)(=O)N(C)C)ccc2C)c2ccccc2c1=O,-2,3,5,-5,-3,3,-1,3,-1,3
O=C(NCC1CCCN1S(=O)(=O)c1cccs1)c1ccc(F)cc1 (stereo not given),-1,-6,0,4,3,4,3,1,1,-11
O=C(CC1SC(N2CCCC2)=NC1=O)Nc1ccc(C(=O)Nc2ccccc2)cc1 (stereo not given),-4,-22,3,-13,3,-1,-5,1,-4,1
O=C(NCc1ccco1)c1ccc(Cn2c(=S)[nH]c3ccccc3c2=O)cc1,-4,-27,0,-22,1,7,-22,8,-12,0
CCC(C)NC(=O)CC(NS(=O)(=O)c1ccc(NC(C)=O)cc1)C(C)C (stereo not given),2,-1,2,1,-2,-3,4,-2,-4,6
CC(C)CN(C(=O)COC(=O)c1nc(Cl)ccc1Cl)c1c(N)n(Cc2ccccc2)c(=O)[nH]c1=O,1,-1,0,2,0,3,1,0,7,5
Cc1ccc(S(=O)(=O)N2c3ccc(S(N)(=O)=O)cc3CC2C)cc1 (stereo not given),-5,-7,3,-5,2,-1,1,3,-4,-2
CCOC(=O)Cc1nc(N2CCN(CCO)CC2)c2c(C)c(C(=O)OCC)sc2n1,5,x,-2,1,1,4,0,3,4,x
COc1ccc(Cl)cc1N(CC(=O)N1CCCCC1)S(C)(=O)=O,-6,-4,-7,1,-2,-2,-1,-3,-6,2
CCCCC(=O)Nc1ccc(NC(=O)c2cc(OC)c(OC)c(OC)c2)cn1,-2,-2,-5,-11,-2,-3,2,2,5,2
N#C/C(=N\O)c1nc(-c2ccccc2)cs1,4&2,-4&-4,-2&1,0&-1,3&0,3&-1,3&-8,5&2,5&1,-2&1
O=C(Cc1cccc2ccccc12)NNC(=O)Nc1cccc(Cl)c1,-17,-6,3,-3,0,0,-7,9,-7,-2
COc1ccc([C@H]2CN(c3ccc(OC)cc3)C(=O)[C@@H]2CC(=O)Nc2ccccc2)cc1,1,-10,-7,13,-2,3,7,9,-3,2
Cc1cc(NC(=O)CN2C(=O)/C(=C/c3cccc(Br)c3)SC2=S)no1,0,2,-1,-11,2,7,-8,7,-5,-12
CCCCC(c1nnnn1CC1CCCO1)N1CCN(Cc2ccccc2)CC1 (stereo not given),-2,4,0,7,-2,1,2,-7,-1,1
CC(C)CN(C(=O)COC(=O)CCc1c[nH]c2ccccc12)C1CCS(=O)(=O)C1 (stereo not given),-5,-3,-3,-1,-2,-3,2,4,-1,0
Cc1ccc2nc(SCC(=O)Nc3ccc(C)c([N+](=O)[O-])c3)[nH]c2c1,-3,-20,1,3,-1,-3,-1,8,-2,7
COc1ccc(CCNC(=O)CSc2ccsc2[N+](=O)[O-])cc1OC,0,0,-2,-3,-4,3,8,5,8,4
Cc1ccc(C(OC(=O)c2ccco2)C(=O)NCc2cccs2)cc1 (stereo not given),-3,-5,-4,-3,-1,1,-6,2,-11,4
O=C(c1ccc(NS(=O)(=O)c2ccc3c(c2)OCCO3)cc1)N1CCCCC1,1,0,2,-1,-2,-2,-3,-3,2,-3
CCOC(=O)c1c(NC(=O)C2CCCO2)sc(C)c1C (stereo not given),4,-1,-2,-7,0,3,0,-5,-4,-2
Cc1ccc(C(=O)CSc2nccn2-c2ccccc2)cc1,-5,-6,9,-1,0,1,0,-1,3,-2
Cc1ccc(S(=O)(=O)/N=C(\CN2CCCCC2)N2CCOCC2)cc1,-2,-3,-2,0,-1,-2,-2,-6,0,3
COc1cc2nc(CN3C(=O)c4ccccc4C3=O)oc(=O)c2cc1OC,7,4,-1,0,2,1,3,5,-8,-4
CCc1ccc(-n2nnnc2SCC(=O)Nc2ccc(NC(C)=O)cc2)cc1,3,-4,-2,-5,-1,-3,-6,1,-2,9
N#CCCN(C(=O)CSc1nnc(-c2ccncc2)n1C1CC1)c1ccccc1,2,7,3,-5,-1,0,2,-1,1,3
CCc1nc2ccc(C(=O)NCCCn3ccnc3)cn2c1N(C)Cc1ccc(OC)cc1,1,x,-3,3,-1,-3,4,1,-3,4
O=C(CSc1ncccn1)Nc1ccc2c(c1)OCO2,-1,2,3,-2,0,1,6,2,0,2
S=c1[nH]nc(-c2cccnc2)n1-c1ccc2c(c1)OCCO2,3,3,-2,5,2,6,4,-1,2,-4
O=C(CC1CCCCC1)N1CCCC(c2nc(-c3ccc(S(=O)(=O)N4CCCC4)cc3)no2)C1 (stereo not given),-3,-10,2,-7,-2,0,5,4,-3,0
CP(C)(=O)CCP(=O)(c1ccccc1)c1ccccc1,-2,5,1,2,3,2,9,-1,0,0
CCOC(=O)N1CCN(C(=O)CCn2nc(-c3ccccc3)ccc2=O)CC1,-4,2,-6,-2,-4,-4,1,-6,0,6
COC(=O)[C@]12C[C@H](CC(=O)NCc3ccccc3)C(=O)N(CCC3=CCCCC3)C1=C[C@H](COCc1ccccc1)O[C@@H]2C,-2,x,2,-3,0,11,0,5,2,1
Clc1ccc(Nc2ccccc2)nn1,-2,3,-4,2,-1,-3,-5,3,2,7
CCOP(=O)(OCC)c1nc(-c2ccc(Br)cc2)oc1N1CCCCC1,-4,-16,-5,0,-1,-6,9,-7,-3,-8
O=C(Nc1cccnc1)c1cnn2cccnc12,3,-3,0,0,-5,2,4,1,6,3
COCCNC(=S)NC1CC2CCC(C1)N2Cc1ccccc1 (stereo not given),2,4,2,-1,1,2,6,1,-2,0
O=C(COc1cccnc1[N+](=O)[O-])NCCc1ccccc1,-2,0,0,0,-1,-2,3,-2,2,0
CCOC(=O)c1ccc(NS(=O)(=O)c2c(N)[nH]c(=O)[nH]c2=O)cc1,-1,-6,2,2,-2,-4,2,2,3,3
O=C(CN1CCN(C/C=C/c2ccccc2)CC1)Nc1ccc(F)cc1F,0,-6,-8,-3,0,-9,-14,-6,1,6
O=C(CN1CCN(C(=O)CCC(=O)N2CCC(c3ccccc3)=N2)CC1)Nc1ccc(F)cc1,-1,-3,1,-2,-1,-2,3,-7,-1,2
Cc1ccc[n+](C(C)C(=O)Nc2ccc(C)c(C)c2)c1 (stereo not given),9,-2,-4,-2,2,-1,-3,-2,4,4
COc1ccc(C2CC(=O)C3=C(C2)NC(C)=C(C(=O)Nc2ccccc2C)C3c2coc3ccc(C)cc3c2=O)cc1OC (stereo not given),-1,-74,-1,0,1,-2,2,2,1,-1
CCOc1c(Br)cc(CNc2ccc(N3CCN(C(C)=O)CC3)cc2)cc1OC,-2,25,5,4,2,6,21,-1,-1,1
Cc1c(Cl)cccc1Nc1ccccc1C(=O)O,-3,-2,0,-6,-1,0,2,12,-1,12
COc1cc(-c2n[nH]c(=S)n2Cc2ccccc2)cc(OC)c1OC,-9,3,1,2,1,2,7,3,-5,3
Cc1ccc(S(=O)(=O)CCC(=O)NCCN2C(=O)S/C(=C\c3ccccc3)C2=O)cc1,-2,-7,8,-5,5,10,-15,7,-1,-6
CC(Oc1ccc(Br)cc1)C(=O)Nc1ccc(S(=O)(=O)Nc2nccs2)cc1 (stereo not given),5,-14,4,10,0,-2,14,52*,6,-1
C[C@H](CO)N1C[C@H](C)[C@@H](CN(C)C(=O)Nc2ccc3c(c2)OCO3)OCc2cn(nn2)CCCC1=O,-3,x,1,7,0,0,2,2,3,5

# Screening results (PubChem)
